EPAC2 agonist = agonists of human EPAC2 (RAPGEF4) | 360,000 compounds, 0.079% hits | AID 720711 | EPAC2 activation, biochemical qHTS; response scale: 100% = 6.5 mM cAMP response | Potency, µM (top dose mostly 154 µM), for the others: at the top dose activation, actives largely listed as activators; note: potency is the fitted concentration of half-maximal effect; nearly all actives have a fitted effect of over 50% in size
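Guanine nucleotide exchange by EPAC2 is measured as reduced fluorescence of BODIPY-GDP once it is released from 250 nM Rap1B. Plates are read kinetically for 30 min at room temperature; results are scaled to 6.5 mM cAMP.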
PLK1 PBD inh = blocks phosphopeptide binding to human PLK1 polo-box domain | AID 720504 | Plk1 PBD binding of FITC phosphopeptide, fluorescence polarization | P53350 | 360,000 compounds, 2.8% hits | Potency, µM, inactives show max response, negative = inhibition, actives largely listed as inhibitors; note: potency is the fitted concentration of half-maximal effect; series mostly up to about 57 µM; % is set by controls: 0 for no effect and ±100 for the full control effect; nearly all actives have a fitted effect of over 65% in size
CCT chaperon mod = changes cytosolic chaperonin activity; purified chaperonin ATPase assay, HTRF ADP detection, 30 min; activity change, % (no concentration beside the values), hits read low; 360,000 compounds, 0.3% hits; AID 651819; in the data active = activity change below about -30%; note: % is set by controls: 0 for no effect and ±100 for the full control effect
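We incubate TRiC, 40 or 20 nM final, with library compounds at 76 uM and 10 uM ATP for 30 min at 37 °C. ADP formed is detected with Transcreener HTRF reagents after 30 min at room temperature.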
EPAC1 antag = EPAC1 (human) antagonism | O95398 | EPAC1 GEF assay, Rap1b-BODIPY-GDP exchange fluorescence | Potency, µM (series often up to 115 µM), for inactives: top-dose activity change, negative = inhibition, actives largely listed as inhibitors | 360,000 compounds, 0.14% hits | AID 720709;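 note: potency is the fitted concentration of half-maximal effect; plate controls were vehicle for no effect and positive control for full effect; nearly all actives have a fitted effect of over 50% in size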
Target sequence (O95398 whole entry, looked up): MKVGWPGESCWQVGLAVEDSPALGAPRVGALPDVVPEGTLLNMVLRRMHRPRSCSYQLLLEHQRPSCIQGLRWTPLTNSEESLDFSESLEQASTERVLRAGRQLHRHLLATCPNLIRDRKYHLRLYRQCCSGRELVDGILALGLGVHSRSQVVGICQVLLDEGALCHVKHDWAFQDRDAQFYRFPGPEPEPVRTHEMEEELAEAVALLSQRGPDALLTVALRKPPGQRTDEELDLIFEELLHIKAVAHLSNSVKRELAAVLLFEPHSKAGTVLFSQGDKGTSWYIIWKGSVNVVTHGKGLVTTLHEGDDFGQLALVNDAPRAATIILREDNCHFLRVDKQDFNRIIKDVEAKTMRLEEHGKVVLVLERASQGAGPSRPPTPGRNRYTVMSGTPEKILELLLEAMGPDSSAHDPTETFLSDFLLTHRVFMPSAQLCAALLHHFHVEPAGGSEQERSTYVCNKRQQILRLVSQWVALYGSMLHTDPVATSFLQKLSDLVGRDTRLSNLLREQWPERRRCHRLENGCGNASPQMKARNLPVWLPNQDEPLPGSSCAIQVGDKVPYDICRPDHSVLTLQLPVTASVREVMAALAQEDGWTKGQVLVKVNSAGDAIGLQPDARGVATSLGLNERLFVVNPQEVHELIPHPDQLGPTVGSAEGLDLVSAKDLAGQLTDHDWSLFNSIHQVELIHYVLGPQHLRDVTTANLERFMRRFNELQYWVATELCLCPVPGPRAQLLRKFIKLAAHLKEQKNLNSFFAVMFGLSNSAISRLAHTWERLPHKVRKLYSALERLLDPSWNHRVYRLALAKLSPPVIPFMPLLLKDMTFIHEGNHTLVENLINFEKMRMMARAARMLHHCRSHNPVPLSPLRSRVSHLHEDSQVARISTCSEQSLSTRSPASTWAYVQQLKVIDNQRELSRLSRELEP
IL-2 act = IL-2 activation | IL-2 activation reporter assay, cell-based qHTS; stimulated with anti-CD3/CD4/CD28 beads; in transgenic mouse T cells | activation, % (series mostly up to about 46 µM) | 360,000 compounds, 0.065% hits | AID 652025; in the data active = activation above about 50%; inconclusive = mostly about 30% to 49%; note: 0% is about no effect
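First, unstimulated transgenic mouse T cells were exposed to compound for 60 min. Next, anti-CD3/anti-CD4-coated beads with anti-CD28 were added. Finally, after 18 h at 37 degrees C, EGFP and DsRed were imaged.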
PI5P4Ka inh = PI5P4K alpha (human) kinase inhibition. P48426. PI5P4Kalpha enzyme, ADP-Glo luminescence, 60 min; active compounds read low. max response, %. 330,000 compounds, 1.2% hits. AID 652105; active = max response of -50% or lower; inconclusive = between -30% and -50%; inactive = -30% or higher; note: value at the top dose of about 77 µM; % is set by controls: 0 for no effect and ±100 for the full control effect
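ADP-Glo luminescence end-point after a 60 min room-temperature kinase reaction. PI5P4Kalpha and substrate in HEPES pH 7.4 buffer with EGTA, 0.1% CHAPS and 5% DMSO; ATP at 5 microM final.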
WRN inhibitor = inhibitors of human WRN helicase; WRN helicase unwinding, fluorescent forked duplex, kinetic; Potency, µM (highest dose often 114 µM), inactives show at the highest dose activity change, negative = inhibition, usual class: inhibitors; 360,000 compounds, 0.46% hits; note: potency is the fitted concentration of half-maximal effect; % is set by controls: 0 for no effect and ±100 for the full control effect; nearly all actives have a fitted effect of over 55% in size
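Screening of the MLSMR collection measured strand separation of a quenched forked DNA duplex (100 nM) by 20 nM WRN with 2 mM ATP, all final. Compounds were preincubated with enzyme 15 min at room temperature.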
EPAC1 ag = agonists of human EPAC1; EPAC1 agonist qHTS, biochemical assay; response scale: 100% = response to 6.5 mM cAMP; 360,000 compounds, 0.073% hits; O95398; Potency, µM (doses to about 154 µM), for the others: at the top dose activation, usual class: activators; note: potency is the fitted concentration of half-maximal effect; nearly all actives have a fitted effect of over 60% in size
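Nucleotide exchange assay: 100 nM EPAC1 with 250 nM Rap1B loaded with BODIPY-GDP and 50 uM GDP, room temperature. Fluorescence (480/540 nm) read every 5 min for 30 min; signal change normalized to 6.5 mM cAMP as full agonist.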
Numbers without * were called inactive; ? = inconclusive; . = not tested or not shown; [ ] = another dose, or the depositor's remark. Unless noted, calls come from the whole dose curve; as a rule, active = well fitted curve in the direction sought with a large enough effect; inconclusive = small, poorly fitted or top-dose-only effect, or another doubt; inactive = no such curve, though single readings can be large; an effect the other way counts as inactive or inconclusive.

SMILES	EPAC2 agonist	PLK1 PBD inh	CCT chaperon mod	EPAC1 antag	IL-2 act	PI5P4Ka inh	WRN inhibitor	EPAC1 ag
COc1ccc(C2c3c(ncn(CCCO)c3=N)Oc3ccc4ccccc4c32)cc1 (stereo unspecified)	6%	0%	1.3	?	-0.8	2	10%	4%
Cc1cc(Cl)ccc1N=c1ssnc1Cl	-5%	1.5µM*	-0.7	3%	-0.2	-53*	50µM*	0%
CCc1c(C)nc(N2CCN(c3ccccc3F)CC2)[nH]c1=O	-8%	6%	-0.7	1%	-0.5	-1	6%	-2%
COCCCNC(=O)c1nc2ccccc2c(=O)n1NC(=O)Nc1c(Cl)cccc1Cl	12%	-1%	-1.3	12%	-1.1	-7	-1%	0%
COc1ccc(C(=O)NNC(=O)c2ccc(C(C)(C)C)cc2)cc1	3%	-2%	-0.9	-4%	0.4	1	6%	9%
CC(=O)NCCn1c(SCc2cc(F)ccc2F)nc2ccccc2c1=O	-6%	2%	-0.9	4%	-3.6	.	9%	4%
CC(C)C[C@H]1CNC(=O)C(=O)N1C[C@H](C)NC(=O)Cc1ccccc1	8%	-17%	-1.1	-17%	-3.7	-2	-4%	-8%
Cc1cc(NC(=O)CSc2nnnn2-c2ccc(C)c(Cl)c2)no1	9%	-25%	-2.6	-16%	0.0	-1	1%[57.1 µM]	9%
C#CC[N+](C)(C)CCCCCCCCCC	-4%	-4%	0.0	0%	-0.7	6	-12%	-8%
COc1ccc(NS(=O)(=O)c2cccc(C(=O)NCC3(N(C)C)CCCCC3)c2)cc1	3%	1%	-0.2	0%	1.5	-6	-4%	-46%[inhibitor]
O=C(Cn1c(=O)oc2ccccc21)Nc1ccc2c(c1)OCCO2	-1%	-9%	-0.9	-13%	-0.7	0	-10%	3%
CCOC(=O)/C(C#N)=C1\CCCN1CC(N)=S	6%	21µM*	-1.9	-5%	-2.6	?	-8%	4%

Some of the entries above, reformatted.
mol | EPAC2 agonist | PLK1 PBD inh | CCT chaperon mod | EPAC1 antag | IL-2 act | PI5P4Ka inh | WRN inhibitor | EPAC1 ag
CC(=O)NCCn1c(SCc2cc(F)ccc2F)nc2ccccc2c1=O | -6% | 2% | -0.9 | 4% | -3.6 | . | 9% | 4%
O=C(Cn1c(=O)oc2ccccc21)Nc1ccc2c(c1)OCCO2 | -1% | -9% | -0.9 | -13% | -0.7 | 0 | -10% | 3%
C#CC[N+](C)(C)CCCCCCCCCC | -4% | -4% | 0.0 | 0% | -0.7 | 6 | -12% | -8%

(next part)
SMILES	EPAC2 agonist	PLK1 PBD inh	CCT chaperon mod	EPAC1 antag	IL-2 act	PI5P4Ka inh	WRN inhibitor	EPAC1 ag
Nc1nc(CCl)nc(N(c2ccccc2)c2ccccc2)n1	-13%	-9%	-3.9	-8%	-0.7	7	-7%	7%
CC1=NOC(=O)/C1=C/c1ccc(O)c(Br)c1	6%	?	-1.1	-6%	0.3	?	-12%	8%
COc1ccccc1-c1nc(-c2ccc(Br)cc2)no1	16%	-5%	-2.2	-3%	-1.5	.	-8%	10%
Cc1ccc(NC(=O)COc2ccccc2C(N)=O)cc1S(=O)(=O)N1CCCCCC1	7%	5%	1.8	2%	-1.0	-4	-7%	3%
COc1ccccc1Cc1c(-c2ccco2)nc2ccc(Cl)cn12	16%	?	0.4	-15%	-0.4	?	-19%	-7%
CN1c2ccccc2C(C)(C)C12C=Nc1c(cc(N3CCOCC3)c3ccccc13)O2 (stereo unspecified)	4%	-4%	-3.0	89µM*	-1.0	5	-23%	10%
CC(C)(C)NC(=O)COC(=O)c1ccc(F)cc1Cl	-3%	-4%	-1.8	-2%	1.8	5	12%	-8%
c1ccc2sc(N3CN(CCN4CCOCC4)CN(c4nc5ccccc5s4)C3)nc2c1	18%	?	0.9	-12%	0.1	3	-12%	14%
Oc1ccccc1N1CCN(c2ncccn2)CC1	1%	-2%	-1.2	7%	0.0	.	-2%	-3%
CCCn1c(C)cc(C(=O)COC(=O)c2nccnc2N)c1C	8%	-12%	-1.0	1%	-4.4	6	7%	-6%
O=C(Cc1ccccc1[N+](=O)[O-])Nc1ccccc1C(=O)N1CCOCC1	-1%	1%	0.5	-10%	2.6	1	-1%	-9%
FC(F)(F)c1nc2ccccc2[nH]1	-3%	7%	0.2	0%	-0.1	1	3%	1%
CCn1c(SCC(=O)O)nnc1-c1cc2c(C)nn(-c3ccccc3)c2s1	3%	-15%	-1.0	?	-0.3	-24	-28%	-2%
O=C(Nc1cccc(S(=O)(=O)NC2=NCCCCC2)c1)C1COc2ccccc2O1 (stereo unspecified)	-4%	-22%	1.3	-16%	-2.0	?	?	-17%
Cc1cccc(S(=O)(=O)Nc2nc3ccccc3nc2Nc2cccc(C(=O)O)c2)c1	2%	-28%	-2.2	-13%	-0.3	-6	-2%	-1%
COc1cc(/C=N/NC(=O)CN(Cc2ccco2)S(=O)(=O)c2ccccc2)ccc1O	3%	3%	-2.4	2%	3.9	-2	?	10%
COc1cccc(C=NNC(=S)NN=Cc2cccc(OC)c2OC)c1OC	11%	-6%	0.0	10%	-0.2	-5	5%	4%
CCOc1ccccc1NC(=O)NNS(=O)(=O)c1cc(C)ccc1C	9%	-4%	0.6	-25%	0.0	10	-7%	12%
CSc1ccccc1NC(=O)CN(C)Cc1ccc(Br)cc1	15%	-7%	0.3	-7%	-4.8	22	-1%	9%
CC(=O)Nc1ccc(NC(=O)C(C)c2cccc(C(=O)c3ccccc3)c2)cc1 (stereo unspecified)	3%	-3%	-0.2	7%	-1.5	-3	-1%	1%
CCCn1nc(C(=O)Nc2cc(S(=O)(=O)Nc3ccc(OC)cc3)ccc2O)c2ccccc2c1=O	7%	-8%	-0.4	-29%	-0.2	-15	-26%	-12%
COc1ccccc1CNC(=O)CN1C(=O)COc2ccc(S(=O)(=O)NC3CCCC3)cc21	5%	2%	0.4	-9%	-3.0	5	-4%	-3%
CCn1c(SCC(=O)Nc2ccc3c(c2)OCCO3)nnc1C1CC1	8%	-2%	-0.3	4%	0.3	1	8%	1%
COc1ccc(N2CC(C(=O)NCCc3ccc(OC)c(OC)c3)CC2=O)cc1 (stereo unspecified)	8%	0%	3.0	7%	-0.1	0	-14%	1%
COc1cc(NC(=O)C2CCCN2C(=O)C2CCC(C)CC2)cc(OC)c1OC (stereo unspecified)	5%	1%	-0.5	-1%	-3.0	1	6%	-2%
Cc1ccc(NC(=O)c2ccc3nsnc3c2)c(Cl)c1	7%	-4%	-0.8	-20%	0.4	-1	3%	-9%
Cc1ccc(-c2nnc(N3CCCCC3)c3ccccc23)cc1	14%	1%	-0.5	-7%	0.2	1	4%	0%
Cn1c(SCc2n[nH]c(=S)n2-c2ccccc2)nnc1-c1ccccc1	0%	-5%	-0.7	-4%	-2.2	2	-11%	-2%
COc1cc(/C=N/NC(=O)c2ccccc2)ccc1O	8%	-1%	-0.9	?	0.0	1	-2%	8%
CSCCC(NC(=O)c1ccc(Cl)cc1Cl)C(=O)NNC(=O)c1ccncc1 (stereo unspecified)	10%	-5%	0.7	-25%	-0.6	1	11%	-3%
CC(C)Cc1nc(SCC(=O)N2CCOCC2)c2c(=O)n(C)c(=O)n(C)c2n1	5%	-7%	-1.3	-9%	-3.4	6	0%	7%
COc1ccc(N2CCN(Cc3nc(N)nc(Nc4ccccc4OC)n3)CC2)cc1	0%	-3%	0.2	2%	-0.1	0	-14%	2%
COc1ccc(CCNC(=O)CSc2ncnc3c2oc2ccccc23)cc1OC	4%	3%	-0.3	-5%	-0.2	-2	-2%	7%
O=C1NC[C@@H](CCCCN2C[C@H](Cc3ccc(O)cc3)N(CCc3ccc(O)cc3)C(=O)C2=O)N(CC2CCCCC2)C1=O	2%	-3%	1.6	1%	4.2	3	3%	-20%
COc1cc(OC)cc(-c2c(Sc3ccccc3)c3cc(-c4ccc(SC)cc4)ccc3n2C)c1	1%	0%	1.6	-20%	-0.6	8	6%	-1%
CCCCSc1nc(C)cc(NC(=S)Nc2ccc(OC)cc2)n1	-8%	-4%	-4.9	-3%	-3.3	-3	1%	2%
COC(=O)c1cc(Cc2ccc(N)c(C(=O)OC)c2)ccc1N	16%	-4%	0.2	-10%	0.3	2	-8%	21%
COCCCNC(=O)c1ccc(-c2c(C)noc2C)c2ccoc12	0%	-3%	-1.0	0%	0.1	-3	0%	-18%
CC(C)C[C@H](NC(=O)c1nc[nH]c1C(=O)NC(c1ccccc1)c1ccccc1)C(=O)OC(C)(C)C	-9%	-7%	-1.7	-23%	-0.3	12	-10%	-26%
CCC(CO)Oc1cc(NCc2ccc(C(F)(F)F)cc2)c2ncn(C(C)C)c2c1 (stereo unspecified)	3%	6%	-1.1	-9%	-1.4	0	-1%	-7%
COc1cc(C(=O)N=C2SC3CS(=O)(=O)CC3N2c2ccccc2)cc(OC)c1OC (stereo unspecified)	5%	2%	0.2	9%	-1.0	0	0%	9%
COc1ccc(S(=O)(=O)Cc2ccc(C(=O)NC(C)C)o2)cc1	11%	21µM*	-0.7	-14%	-0.1	-6	-1%	2%
Cn1nc(C(=O)N2CCC(C(N)=O)CC2)c2c1-c1ccccc1SC2	-4%	2%	0.8	0%	3.2	1	3%	-20%
CN1CCN(CCC(=O)N/N=C/C=C2\N(C)c3ccccc3C2(C)C)CC1	15%	-6%	-0.5	0%	4.4	1	-2%	8%
O=C(O)c1ccccc1Nc1cccc(OCc2ccc3ccccc3n2)c1	0%	-8%	-2.3	-3%	-0.3	1	7%	-8%
CC(=O)NC1CC2CCCC(C1)N2CC(=O)NCc1ccc(F)cc1 (stereo unspecified)	4%	-4%	-11	2%	-2.1	2	-1%	-4%
Cc1ccc(NC(=O)CCCn2c(=S)[nH]c3ccsc3c2=O)cc1C	-10%	-29%	-3.6	-10%	-0.8	-5	2%	3%
O=C(CSc1nnc(CNc2ccc(F)cc2)n1Cc1ccco1)NC1CC1	-7%	-22%	2.0	5%	-2.1	-4	0%	-3%
O=c1cc(-c2ccccc2)oc2cc(O)cc(O)c12	10%	-18%	-2.9	-6%	-0.7	-23	6%	-2%
COc1ccc(S(=O)(=O)Nc2cccc(-c3ccc4nncn4n3)c2)cc1	-4%	-6%	1.1	-2%	0.2	-7	-11%	-1%
O=C(CCN1CCCCCC1)Nc1ccc(F)cc1	5%	-8%	-1.4	10%	-2.6	.	1%[57.1 µM]	14%

WRN inhibitor: what is marked active above.
structure	EPAC2 agonist	PLK1 PBD inh	CCT chaperon mod	EPAC1 antag	IL-2 act	PI5P4Ka inh	WRN inhibitor
Cc1cc(Cl)ccc1N=c1ssnc1Cl	-5%	1.5µM*	-0.7	3%	-0.2	-53*	50µM*

Screening results: PubChem BioAssay, National Center for Advancing Translational Sciences (NCATS)

This is a subset (hit frequency here may not be typical).
